Source: PubChem BioAssay
Spn DPM-DC inh: inhibitors of Streptococcus pneumoniae diphosphomevalonate decarboxylase | purified DPM-DC, PK/LDH coupled NADH fluorescence | calls only at 10 µM | 0.49% of 65,000 active;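 active means the 320 compounds with the highest percent inhibition in the single-dose primary screen, excluding strongly autofluorescent ones, cut at about 32% in these data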;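 further: kinetic rate of NADH fluorescence loss reporting ADP formed by the decarboxylase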
HPDE-C7 cytotoxicity: HPDE-C7 pancreatic duct cell viability loss – fluorescence, HTS (AID 430); HPDE-C7 pancreatic duct cells viability, fluorescence; higher % means a stronger effect; one-dose cytotoxicity, % at 10 µM; EC50 in µM for titrated hits; 1.8% of 63,000 active;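 further: cells exposed to compound for 48 hours before viability readout; 0% = vehicle and 100% = reference cytotoxic drug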
Spn PMK inh: blocks S. pneumoniae phosphomevalonate kinase; purified PMK, PK/LDH-coupled NADH absorbance 340 nm; inhibition, % at 10 µM; 0.49% of 65,000 active; AID 539;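 active means top-ranked compounds by inhibition in the single 10 µM screen, taking a fixed number of the strongest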;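 further: 0% = full reaction with DMSO carrier and 100% = background rate without enzyme reaction; no value below 0 was filed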
LYP inhibition: LYP phosphatase inhibitors, primary screen, biochemical, DiFMUP fluorescence, recombinant catalytic domain, 10 µM (AID 606) | recombinant LYP catalytic domain, DiFMUP fluorescence; higher % means a stronger effect | inhibition, % at 10 µM; hits with a dose series show IC50 in µM | 52,000 tested, under 10 active;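 active means IC50 under 40 µM in the dose-response test; inactive means IC50 of 40 µM or more, or never dose-tested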
HT1080 cytotoxicity: cytotoxicity in HT1080 fibrosarcoma cells, cell-based, fluorescence readout (AID 620). HT1080 viability, fluorescence; higher % means a stronger effect. cytotoxicity, % at 10 µM; hits with a dose series show EC50 in µM. 0.42% of 87,000 active;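 further: cells exposed to compound overnight then 4 h with Alamar Blue; 0% = vehicle DMSO and 100% = killing control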
Alkaline phosphatase: inhibition of tissue-nonspecific alkaline phosphatase – biochemical, luminescent (AID 518) | purified TNAP enzyme, luminescent substrate readout; higher % means a stronger effect | one-dose inhibition, % at 20 µM; IC50 in µM for titrated hits | 0.09% of 64,000 active; in the data active means a potency from the dose series; inactive means the rest, 99 in 100 with inhibition below about 22%;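 further: plate controls were vehicle for no effect and reference inhibitor for full effect; many of its hits are not listed in these tables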
Bfl-1 inhibitors: displacement of Bid BH3 peptide from Bfl-1 – biochemical, fluorescence polarization, FITC-Bid, mouse, primary screen (AID 432) | 0.02% of 64,000 active | FITC-Bid BH3 peptide fluorescence polarization displacement; higher % means a stronger effect | one-dose displacement, % at 20 µM; IC50 in µM for titrated hits; in the data active means a potency from the dose series; inactive means the rest, 99 in 100 with displacement below about 15%; further: strong numbers were not always called active
Spn MK inh: inhibitors of Streptococcus pneumoniae mevalonate kinase. purified MK, PK/LDH-coupled NADH absorbance 340 nm. inhibition, % at 10 µM. 0.48% of 65,000 active;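 active means ranked among the strongest by inhibition in the single 10 µM screen, a fixed top-ranked set picked for dose follow-up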; further: no value below 0 was filed
HPDE-C7K KRASV12: viability loss of HPDE-C7K cells – cell-based, fluorescence, HTS, primary screen (AID 431) | HPDE-C7K KRASV12 cells, Alamar Blue viability, 48 h; higher % means a stronger effect | cytotoxicity, % at 10 µM; hits with a dose series show EC50 in µM | 1.7% of 63,000 active;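 active means compounds whose percent cytotoxicity in the single-dose primary screen, scaled between solvent and toxic-drug controls, exceeds 50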;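 further: 0% = DMSO solvent wells and 100% = doxorubicin-treated wells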
Spn PMK inh pilot replicates: further read-out of Spn PMK inh, marked with its call; inhibition, %; measured here: pilot screen replicates
Spn MK inh pilot replicates: second read-out of Spn MK inh, no call of its own (marks repeat the call); inhibition, %; measured here: pilot screen replicates
Spn DPM-DC inh pilot screen %: second read-out of Spn DPM-DC inh, no call of its own (marks repeat the call); inhibition, %; measured here: pilot screen trials
The depositor's hits bear a star; i = inactive; · = not tested or not shown; + = active, no number. Unless noted, no stated cut-off is given here; in the data, active means cytotoxicity above about 50%; inactive means the rest.

SMILES | Spn DPM-DC inh | HPDE-C7 cytotoxicity | Spn PMK inh | LYP inhibition | HT1080 cytotoxicity | Alkaline phosphatase | Bfl-1 inhibitors | Spn MK inh | HPDE-C7K KRASV12 | others
CN(C)Cc1nc2ccccc2c(=O)n1Cc1nc(C(C)(C)C)cs1 | i | -21% | 16 | 8% | -3% | -4% | -6% | 3 | -17%
O=C(Nc1ccccc1)c1cccc(-c2nnc(-c3ccccc3)o2)c1 | i | 9% | 4 | 3% | 0% | 4% | -2% | 0 | 4%
O=C1c2ccccc2C(=O)C1c1ccncc1 | i | 7% | 11 | 7% | 0% | 6% | 3% | 7 | -1%
CCCn1c(=O)[nH]c(=O)c2c1nc(-c1ccc3c(c1)OCCO3)n2CCN1CCOCC1 | i | 5% | 18 | 4% | 3% | 10% | 5% | 0 | 8%
COc1ccc(N(C(=O)c2ccccc2OC)C2C=CS(=O)(=O)C2)c(OC)c1 (stereo not drawn) | i | -8% | 16 | · | 10% | 10% | -9% | 8 | -7%
Cc1cc(C(=O)N2CCc3ccccc32)c2ccccc2n1 | i | 2% | 13 | · | -4% | 3% | 0% | 6 | -6%
O=C(NCc1ccco1)C1CCCN(S(=O)(=O)c2cnc[nH]2)C1 (stereo not drawn) | i | -6% | 3 | 11% | -8% | 10% | 5% | 5 | 4%
Cc1ccccc1Nc1nc(N)nc(COC(=O)CCS(=O)(=O)c2ccccc2)n1 | i | 2% | 14 | 10% | -8% | 10% | 1% | 5 | -6%
Cn1c(=O)n(C)c2cc(CN3C(=O)OC(C)(C)C3(C)O)ccc21 (stereo not drawn) | i | -18% | 6 | -2% | 6% | -3% | 6% | 10 | -16%
COc1cccc(OCCCCSc2ncccn2)c1 | i | -10% | 10 | -5% | -8% | 8% | 0% | 13 | -20%
O=C(CCSc1nnc2ccccn12)Nc1ccc(F)cc1 | i | 8% | 8 | 12% | 6% | 9% | -2% | 16 | -1%
Oc1ccc(Nc2nc(NCC3CCCO3)c3ccccc3n2)cc1 (stereo not drawn) | i | 17% | 16 | · | 9% | 8% | 8% | 5 | 47%
CC(C)(O)C#Cc1ccc(C(=O)N2CCC(C(N)=O)(N3CCCCC3)CC2)cc1 | i | -16% | 4 | 3% | 10% | 5% | -4% | 0 | -1%
COc1ccc(C2C(C(C)=O)=C(C)N=c3s/c(=C\c4ccco4)c(=O)n32)c(OC)c1 (stereo not drawn) | i | 0% | 0 | · | -2% | 27% | -2% | 0 | 8%
O=C(CCNS(=O)(=O)c1cccc2nsnc12)N1CCN(c2ccccn2)CC1 | i | -32% | 0 | 7% | · | 4% | 0% | 3 | -20%
CN(C(=O)c1ccccc1Cl)C1CCCCC1 | i | 5% | 0 | 4% | -4% | 11% | -7% | 6 | -4%
Fc1ccccc1N1CCN(C(c2ccccn2)c2nnnn2C2CCCCC2)CC1 (stereo not drawn) | i | -7% | 3 | · | -5% | 5% | 0% | 0 | -8%
Cc1nc(C)c(C(=O)Nc2ccccc2-c2ccccc2)o1 | i | -2% | 11 | · | -9% | 12% | -6% | 2 | 1%
O=C(CSc1nnc(-c2ccc(Br)o2)n1Cc1ccccc1)c1ccccc1F | i | 4% | 22 | 4% | -6% | 18% | 1% | 1 | 0% | Spn PMK inh pilot replicates=4.5;Spn MK inh pilot replicates=3.5;Spn DPM-DC inh pilot screen %=0.0
COc1cccc(-n2c(Cc3cc(=O)[nH]c(=O)[nH]3)nnc2SCC(=O)NC2CCCCC2)c1 | i | -3% | 13 | 8% | -1% | 9% | 2% | 7 | 7%
CC(C)OCCCNc1ncnc2c1[nH]c1ccc(F)cc12 | · | 33% | 10 | 2% | -2% | 4% | -3% | 7 | 29%
COc1ccc(C2N(c3ccccn3)C(=O)C3CCCN32)c(OC)c1 (stereo not drawn) | i | · | 17 | 2% | -4% | 4% | -10% | 0 | ·
CC(C)Cc1nc(S(=O)(=O)c2ccc(Cl)cc2)c(N2CCOCC2)o1 | i | -1% | 9 | -11% | -8% | 13% | -9% | 8 | -5% | Spn PMK inh pilot replicates=2.0;Spn MK inh pilot replicates=0.0;Spn DPM-DC inh pilot screen %=0.0
CCOc1ccccc1NC(=O)CCN1CCN(S(=O)(=O)c2ccc(OC)cc2)CC1 | i | 6% | 8 | 5% | 3% | -8% | -3% | 3 | 0%
CCOC(=O)Cn1nnnc1C(CC)N(Cc1cc2ccc(C)cc2[nH]c1=O)C1CCCC1 (stereo not drawn) | i | 0% | 11 | · | -5% | 14% | -1% | 5 | 6%
The results go on:
SMILES | Spn DPM-DC inh | HPDE-C7 cytotoxicity | Spn PMK inh | LYP inhibition | HT1080 cytotoxicity | Alkaline phosphatase | Bfl-1 inhibitors | Spn MK inh | HPDE-C7K KRASV12 | others
CN1CCN(Cc2nc3c(c(=O)[nH]c(=O)n3C)n2CCc2ccccc2)CC1 | i | -12% | 2 | 0% | -3% | 14% | 3% | 0 | -24% | Spn PMK inh pilot replicates=1.0;Spn MK inh pilot replicates=0.5;Spn DPM-DC inh pilot screen %=0.0
COCCn1c(=O)[nH]c2cc(C(=O)NCc3cccnc3)ccc2c1=O | i | 0% | 0 | · | 3% | 10% | -1% | 7 | 1% | Spn PMK inh pilot replicates=5.0;Spn MK inh pilot replicates=0.0;Spn DPM-DC inh pilot screen %=3.0
O=C(CSc1ccccc1)NCCCN1CCOCC1 | i | 0% | 9 | -2% | -1% | 7% | -2% | 7 | 3%
CCn1cc(S(=O)(=O)CC(=O)Nc2cc(C)on2)c2ccccc21 | i | -1% | 4 | · | -9% | 5% | 3% | 9 | -9%
Cc1ccc(NC(=O)CSC(N)=O)cc1Cl | i | -5% | 8 | 16% | -3% | 13% | 0% | 0 | 2%
CCc1cccc(CC)c1NC(=O)CN1CCN(c2ccccc2)CC1 | i | -4% | 8 | 7% | 13% | 6% | -4% | 33 | -7%
Cc1cc(N2CCOCC2)nc2ccc(NC(=O)CCC(=O)N3CCCC(C)C3)cc12 (stereo not drawn) | · | -1% | 6 | 12% | 6% | 12% | 0% | 7 | -1%
COc1ccc(-c2nc(=S)[nH][nH]2)cc1 | i | · | 7 | 9% | -10% | 20% | 2% | 28 | ·
CCNC(=O)Nn1c(C)nnc1C | i | -8% | 0 | -2% | -12% | 5% | -3% | 0 | 4%
O=C(CC1=NC2(CCCC2)Cc2ccccc21)N1CCOCC1 | i | -9% | 1 | 16% | 8% | 10% | 1% | 7 | -15%
CCOc1ccc(OCC)c(NC(=O)CCn2c(=O)oc3ccccc32)c1 | i | -5% | 13 | 17% | 4% | 3% | -13% | 4 | -8%
CCC(=O)N1c2ccc(S(=O)(=O)N(CCO)Cc3ccccc3)cc2CC1C (stereo not drawn) | i | -11% | 5 | 1% | 2% | 4% | 1% | 4 | -16%
CC1(C)C(=O)Nc2ccccc2N1C(=O)COc1ccc(S(=O)(=O)N2CCOCC2)cc1Cl | i | 3% | 9 | -18% | -8% | 14% | 4% | 0 | 11%
COC(=O)c1ccc2c(=O)n(CCN3CCOCC3)c(SCC(=O)c3ccccc3)nc2c1 | i | -11% | 11 | 2% | -1% | -4% | -6% | 5 | -10%
CC(C)c1nnc(NC(=O)C2CCCCC2)s1 | i | 3% | 0 | 9% | 4% | 19% | -7% | 3 | -7% | Spn PMK inh pilot replicates=1.5;Spn MK inh pilot replicates=0.0;Spn DPM-DC inh pilot screen %=0.0
COc1cccc(C(=O)CN2C(=O)C(C)(C)Oc3ccc(C(=O)N4CCCCCC4)cc32)c1 | i | 8% | 13 | · | 0% | 7% | -7% | 0 | -12%
Clc1cccc(Cl)c1Cn1nnc(-c2cccs2)n1 | i | -3% | 3 | 7% | 0% | 9% | -5% | 6 | 2%
CC1(C)CC(=O)N(CC(=O)N2CCN(c3ncccn3)CC2)c2ccccc2S1(=O)=O | i | -1% | 1 | 10% | -2% | 11% | -3% | 3 | -8%
CC1CCc2sc3nc(NCc4ccco4)n4ncnc4c3c2C1 (stereo not drawn) | i | 49% | 8 | 2% | 3% | 11% | -1% | 6 | 35%
O=c1oc2c3c4c(cc2c2c1CCC2)OCCN4CCC3 | · | -1% | 10 | 3% | 6% | -27% | 14% | 4 | 4%
N#Cc1ccc(CSc2nnc(Nc3ccccc3)s2)cc1 | i | -9% | 13 | 9% | 7% | 7% | 1% | 3 | 7%
O=C(CSc1nnc(-c2ccc(OC(F)F)cc2)o1)N1CCOCC1 | i | -6% | 8 | 2% | -8% | 2% | -2% | 1 | -10%
CCOc1ccc(-c2cc3nc(C4CCN(C(=O)OC(C)(C)C)CC4)c(C(=O)O)cn3n2)cc1 | · | 21% | 17 | · | 1% | 5% | -6% | 0 | 24%
COC(=O)C(CCCCN1C(=O)C2C3C=CC(C3)C2C1=O)N1C(=O)C2C3C=CC(C3)C2C1=O (stereo not drawn) | i | -24% | 10 | 8% | -14% | 6% | -3% | 6 | -18%
O=C(O)C1CCCCC1C(=O)NCCCN1CCOCC1 (stereo not drawn) | i | 2% | 5 | 11% | -1% | 4% | 3% | 11 | 9%
Other entries
SMILES | Spn DPM-DC inh | HPDE-C7 cytotoxicity | Spn PMK inh | LYP inhibition | HT1080 cytotoxicity | Alkaline phosphatase | Bfl-1 inhibitors | Spn MK inh | HPDE-C7K KRASV12 | others
COC(=O)CNc1nc(-c2ccccc2F)nc2ccccc12 | i | -11% | 28* | 10% | -1% | 7% | -2% | 2 | -6%
CN(C)CCSc1nnc(-c2ccccc2)o1 | + | -1% | 5 | 1% | 0% | 12% | -7% | 5 | 7%
Cc1cccnc1Nc1nc(-c2ccc(O)cc2O)cs1 | i | 67%* | 13 | · | 10% | 4% | -2% | 5 | 78%*
CSc1ccccc1NC(=O)c1cnccn1 | i | -10% | 0 | 5% | 9% | 13% | -3% | 4 | -5%
COc1ccc(C)cc1NC(=O)CN(Cc1nnc(-c2ccc(Cl)cc2)o1)C1CCCC1 | i | 23% | 15 | · | 0% | 22% | -9% | 2 | 26% | Spn PMK inh pilot replicates=4.5;Spn MK inh pilot replicates=0.0;Spn DPM-DC inh pilot screen %=2.5
CCc1nnc(NC(=O)OCc2ccccc2)s1 | i | -26% | 7 | -6% | 6% | 13% | 0% | 8 | -11% | Spn PMK inh pilot replicates=2.0;Spn MK inh pilot replicates=8.0;Spn DPM-DC inh pilot screen %=3.5
Cc1ccc(C)c(C2=CSC3=NCCN23)c1 | i | -16% | 15 | -6% | 2% | 2% | 5% | 1 | -8%
O=C(Oc1ccc2cccc(OC(=O)N3CCOCC3)c2c1)N1CCOCC1 | i | -7% | 0 | · | 0% | 9% | -7% | 6 | -13%
CCOC(=O)c1sc(NC(=O)c2ccco2)nc1C | i | -1% | 6 | · | 10% | 15% | 4% | 8 | 6%

As a short view, two of the compounds above:
SMILES | Spn DPM-DC inh | HPDE-C7 cytotoxicity | Spn PMK inh | LYP inhibition | HT1080 cytotoxicity | Alkaline phosphatase | Bfl-1 inhibitors | Spn MK inh | HPDE-C7K KRASV12 | others
O=C(Oc1ccc2cccc(OC(=O)N3CCOCC3)c2c1)N1CCOCC1 | i | -7% | 0 | · | 0% | 9% | -7% | 6 | -13%
CCOC(=O)c1sc(NC(=O)c2ccco2)nc1C | i | -1% | 6 | · | 10% | 15% | 4% | 8 | 6%
